TAAR1 agonist – human TAAR1 agonists, primary screen, Fluo-8 calcium fluorescence, CHO RD-HGA16 cells; 360,000 tested, 0.99% active; vehicle wells 0%, saturating PEA agonist 100%; AID 624467, 2012; activation, % at 3 µM; Trace amine-associated receptor 1 (Homo sapiens), Q96RJ0;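 active = activation above the mean activation of all test compounds in the run plus 3 SD, cut at about 38% in these data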
Target sequence (Q96RJ0 whole entry, looked up): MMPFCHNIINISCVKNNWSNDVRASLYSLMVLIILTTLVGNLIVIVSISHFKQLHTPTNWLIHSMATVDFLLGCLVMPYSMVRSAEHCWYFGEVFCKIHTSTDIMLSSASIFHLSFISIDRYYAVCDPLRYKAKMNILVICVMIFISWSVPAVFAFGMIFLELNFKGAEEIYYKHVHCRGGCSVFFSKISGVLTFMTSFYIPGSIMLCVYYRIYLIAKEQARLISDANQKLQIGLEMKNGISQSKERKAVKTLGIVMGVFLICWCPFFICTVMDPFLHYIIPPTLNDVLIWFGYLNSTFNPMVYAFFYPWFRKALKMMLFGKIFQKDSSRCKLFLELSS
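System: CHO-derived RD-HGA16 cells with stable Gα16 and human TAAR1 / Times: 17-24 h plating, Fluo-8 75 min 37 °C, 30 min RT / Technique: calcium-sensitive Fluo-8 signal, excitation 470-495, emission 515-575 nm / Measure: % activation relative to PEA EC100 response / Benchmarks: DMSO and PEA EC100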
CHO-K1 Ca ag – counter-screen for M1 agonists: effect in parental CHO-K1 cells; activation, % at 3 µM; Fluo-8 calcium fluorescence; scaled to maximal ATP response, vehicle zero; 360,000 tested, 0.48% active; in the data active = activation above about 15%;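 note: untransfected CHO-K1 host cells lacking M1 receptor as counterscreen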
CHRM1 antagonist – human M1 muscarinic receptor antagonists, primary screen, CHO-K1 cells, Fluo-8 calcium fluorescence, 1536-well | Muscarinic acetylcholine receptor M1 (Homo sapiens), P11229 | 360,000 tested, 1.3% active | CHO-K1 hM1, ACh EC80 antagonist | inhibition, % at 3 µM | AID 588852, 2011;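 active = percent inhibition above its own plate's cutoff, namely the mean of that plate's compound wells plus 3 SD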;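 note: peak over basal fluorescence ratio during 140 s after agonist addition; 0% = ACh EC80 plus DMSO and 100% = DMSO alone without agonist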
Target sequence (P11229 whole entry, looked up): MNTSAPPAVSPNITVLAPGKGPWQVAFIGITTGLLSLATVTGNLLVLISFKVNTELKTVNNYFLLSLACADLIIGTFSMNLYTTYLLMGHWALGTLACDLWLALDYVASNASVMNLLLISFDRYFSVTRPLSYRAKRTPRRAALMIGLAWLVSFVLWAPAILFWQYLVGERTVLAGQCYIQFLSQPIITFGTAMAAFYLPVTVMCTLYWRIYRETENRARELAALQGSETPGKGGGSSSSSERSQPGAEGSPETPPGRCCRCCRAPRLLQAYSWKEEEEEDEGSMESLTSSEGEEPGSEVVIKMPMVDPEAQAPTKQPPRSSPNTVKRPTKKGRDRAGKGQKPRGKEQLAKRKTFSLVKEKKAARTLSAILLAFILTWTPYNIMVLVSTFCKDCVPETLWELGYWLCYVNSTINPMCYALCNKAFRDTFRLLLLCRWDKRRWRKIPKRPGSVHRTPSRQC
CHO-K1 Ca antag – M1 antagonist counterscreen hit in parental CHO-K1 cells; ATP-induced calcium, Fluo-8 fluorescence; inhibition, % at 3 µM; 360,000 tested, 0.6% active; AID 602250;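 active = inhibition above a per-plate cutoff, the plate's mean sample inhibition plus 3 SD, cut at about 24% in these data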;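 note: 0% = DMSO plus EC80 ATP and 100% = DMSO alone without ATP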
TAAR1 antag – human TAAR1 antagonists, primary screen, Fluo-8 calcium fluorescence, CHO RD-HGA16 cells | 360,000 tested, 1.5% active | AID 624466, 2012 | inhibition, % at 3 µM | antagonist;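 active = inhibition above a per-plate cutoff, the mean inhibition of test compounds on that plate plus 3 SD, cut at about 49% in these data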;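 note: 0% = DMSO plus EC80 beta-PEA response and 100% = DMSO alone without agonist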
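Assay system: RD-HGA16 CHO cells with stable hTAAR1 and Gα16 / Reagent: EC80 β-phenethylamine stimulus / Doses: 3 µM, single point / Timing: dye loading 75 min at 37 °C, then 30 min room temperature / Measured by: Fluo-8 intracellular calcium dye fluorescence, real-time kinetic reads / Controls: vehicle wells and EC80 agonist wells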
M1 ag – human M1 muscarinic receptor agonists, primary screen, Fluo-8 calcium fluorescence, CHO-K1 cells, HTS | activation, % at 3 µM | Muscarinic acetylcholine receptor M1 (Homo sapiens), P11229 | 360,000 tested, 0.33% active | AID 588814, 2011 | CHO-K1 hM1, agonist mode; 0% DMSO, 100% acetylcholine EC100;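 active = activation above the run's mean compound activation plus 3 SD, cut at about 16% in these data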;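 note: peak over basal fluorescence ratio within a 140 s kinetic read after compound addition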
M1 PAM parental – nonselective calcium activators in parental CHO-K1 cells, primary screen, counter-screen for M1 PAM project, cell-based, Fluo-8 calcium fluorescence, full deck, 1536-well. ATP EC20; 0% at ATP EC20, 100% at ATP max. activation, % at 3 µM. 360,000 tested, 0.02% active;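 active = activation above the run cutoff, the mean activation of all test compounds plus 3 SD, cut at about 40% in these data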;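 note: peak over basal fluorescence ratio in a 140 s read after ATP addition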
OXTR potentiator – human OXTR potentiators, primary screen, fluorescence, CHO-OTR cells, Fluo-8 calcium; 320,000 tested, 0.061% active; Oxytocin receptor (Homo sapiens), P30559; activation, % at 3 µM; Fluo-8 calcium fluorescence, potentiator mode; 0% = oxytocin EC15, 100% = EC100;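 active = activation above that plate's cutoff, the mean activation of tested compounds plus 3 SD, cut at about 6.6% in these data, passing the limit was not always enough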;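 note: 100% uses oxytocin at 75 nM as the full agonist control; some results filed as inactive read as strong as hits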
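System: human OTR in CHO cells / Also added: sub-maximal oxytocin, roughly EC15 / Control set: EC15 oxytocin low, 75 nM oxytocin high / Schedule: 6 min compound pre-incubation at room temperature, 100 s kinetic read / Compound: single-point 3.0 µM / Replication: singlicate / Technique: Fluo-8 calcium dye fluorescence / Read-out basis: % activation of max/min ratio relative to oxytocin controls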
CHO parental Ca – ATP-evoked calcium signal inhibitors, parental CHO, primary screen, counter-screen for OX1R antagonist project, cell-based, fluorescence, Fluo-8 calcium dye | parental CHO-K1, ATP-induced calcium, Fluo-8 fluorescence | inhibition, % at 5.6 µM | 330,000 tested, 0.63% active;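 active = inhibition above that plate's mean sample inhibition plus 3 SD, cut at about 26% in these data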;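 note: 0% = ATP-challenged DMSO wells and 100% = DMSO wells without ATP; some compounds past the cut are filed as inactive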
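Assay system: parental CHO cells; Read-out basis: percent inhibition of ATP-evoked calcium rise, normalized to controls; Benchmarks: ATP and no-ATP DMSO wells; Compound dosing: single nominal dose of 5.6 µM per compound; Signal: Fluo-8 calcium dye fluorescence; Also added: ATP as calcium-mobilizing challenge; Repeats: singlicate.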
* hit, by the source's call; x = not tested or not shown.

Screens in order – TAAR1 agonist | CHO parental Ca | CHRM1 antagonist | M1 ag | OXTR potentiator | CHO-K1 Ca ag | CHO-K1 Ca antag | M1 PAM parental | TAAR1 antag
COC(=O)C1CCN(C(=O)COC(=O)c2ccc3[nH]c4c(c3c2)CCCC4)CC1
    0 | -19 | -8 | -3 | -9 | 1.1 | -7 | 7 | 15
CCn1c(SCC(=O)NCC2CCCO2)nc2c(c1=O)SCC2 (stereo not given)
    2 | 1 | -5 | -1 | -2 | 0.5 | -12 | 0 | -24
O=C(COC(=O)/C=C/c1ccc(OC(F)F)cc1)Nc1ccc(S(=O)(=O)N2CCCC2)cc1
    0 | 7 | -2 | -7 | -2 | 1.3 | 6 | -10 | 7
COCCNC(=O)CCn1c(=O)oc2ccccc21
    3 | -1 | -7 | -2 | -12 | 0.2 | 2 | 6 | -11
O=C(NNC(=O)c1ccc(Cl)c(Cl)c1)c1ccncc1
    0 | -2 | -8 | -2 | -5 | 0.8 | -5 | 8 | 5
CCOc1ccc(NC(=O)CN(C)C(=O)CC(NC(=O)c2ccccc2)c2ccccc2)cc1OCC (stereo not given)
    2 | -4 | -12 | -4 | 0 | 1.1 | -12 | 17 | -8
COc1ccc(Br)cc1/C=N/N1CCN(Cc2ccccc2)CC1
    13 | -8 | 0 | -5 | 1 | 1.2 | -17 | 19 | -11
COc1ccc(C(=O)NNC2=NS(=O)(=O)c3ccccc32)cc1OC
    1 | -3 | 3 | -1 | -22 | 0.4 | -18 | 14 | -14
O=C(c1ccc([N+](=O)[O-])s1)N1CCN(c2ccc(C(F)(F)F)cn2)CC1
    -4 | 17 | 13 | -10 | -16 | 7.5 | 7 | -1 | -1
Cc1ncoc1C(=O)Nc1nccs1
    5 | -3 | -4 | -3 | 7 | 0.1 | 0 | 12 | -3
CCOC(=O)C1CN(S(=O)(=O)c2ccc(Cl)cc2)c2cc(S(=O)(=O)CC)ccc2O1 (stereo not given)
    6 | -13 | 6 | -6 | -19 | 0.7 | 0 | -7 | -3
Cn1nc(C(=O)Nc2ccccc2)c2c1-c1ccccc1S(=O)(=O)C2
    4 | -4 | -5 | -2 | -12 | 1.2 | -3 | 3 | 8
CC(C)CCN1C(=O)c2ccc(C(=O)Nc3ccc(O)cc3C(=O)O)cc2C1=O
    -1 | -12 | 2 | -1 | 0 | 1.1 | -5 | 15 | -25
CSc1nc(N)n2nc(-c3ccccc3)cc2n1
    4 | -20 | -3 | -3 | 3 | 1.2 | -5 | 16 | -4
COc1ccc(OCC(=O)Nc2cc(S(=O)(=O)N3CCCCC3)ccc2OC)cc1
    -1 | 2 | -1 | -4 | 1 | 1.7 | 6 | 3 | -35

Reprinted at random: two entries already listed.
Screens in order – TAAR1 agonist | CHO parental Ca | CHRM1 antagonist | M1 ag | OXTR potentiator | CHO-K1 Ca ag | CHO-K1 Ca antag | M1 PAM parental | TAAR1 antag
COc1ccc(OCC(=O)Nc2cc(S(=O)(=O)N3CCCCC3)ccc2OC)cc1
    -1 | 2 | -1 | -4 | 1 | 1.7 | 6 | 3 | -35
COc1ccc(Br)cc1/C=N/N1CCN(Cc2ccccc2)CC1
    13 | -8 | 0 | -5 | 1 | 1.2 | -17 | 19 | -11

New compounds follow:
Screens in order – TAAR1 agonist | CHO parental Ca | CHRM1 antagonist | M1 ag | OXTR potentiator | CHO-K1 Ca ag | CHO-K1 Ca antag | M1 PAM parental | TAAR1 antag
c1ccc2c(-c3[nH]ncc3CNCCCn3ncc4ccccc43)cccc2c1
    24 | 22 | 2 | -8 | -20 | 0.5 | -1 | 7 | -10
N#Cc1ccccc1CSC1=NCCS1
    0 | 6 | -3 | -8 | -10 | -0.4 | 5 | -7 | -3
CC1CCC/C(=C\c2ccc(O)cc2)C1=O (stereo not given)
    0 | -5 | -19 | -1 | -3 | 0.8 | -1 | 1 | -14
CCN1CCCC1CNS(=O)(=O)c1cc(Br)cc2c1N(C(=O)C1CC1)CC2 (stereo not given)
    10 | -29 | 2 | -6 | -9 | 0.0 | 1 | -3 | -1
CCN1C(=O)N[C@@H](c2cccc(F)c2)C(C(C)=O)=C1C
    3 | -15 | -24 | 4 | -3 | 0.8 | -13 | 9 | -3
CC(C)(C)c1ccc(C(=O)c2c[nH]c(C(=O)NCc3cccs3)c2)cc1
    6 | -5 | -30 | -2 | -1 | 0.0 | -3 | 3 | -11
c1ccc(Cn2ncc3c(Nc4ccccc4)ncnc32)cc1
    -2 | -13 | -20 | -1 | 3 | 0.1 | -11 | 19 | 3
Cc1ccc(OCc2n[nH]c(=S)n2-c2ccccc2)cc1C
    3 | -1 | 5 | -6 | -3 | 5.2 | 3 | 23 | 5
C[C@H](NC(=O)N1CCn2c1nc1ccccc12)C(=O)NCc1ccccc1
    -3 | -8 | -5 | -4 | -2 | -0.6 | -6 | 2 | -14
CCC(CC)c1nnc(NS(=O)(=O)Cc2ccccc2)s1
    7 | -7 | -25 | -2 | -4 | 0.3 | -8 | 19 | -7
Cc1cc(O)c(C(=O)/C=C/c2ccccc2O)c(=O)o1
    -1 | x | -15 | -1 | x | 3.4 | 24* | 9 | 2
C[C@H](CO)N1C[C@H](C)[C@H](CN(C)C(=O)CC2CC2)Oc2cc(Br)ccc2S1(=O)=O
    1 | x | -14 | -2 | x | 0.6 | -7 | 22 | 13
CCN(Cc1ccccc1)S(=O)(=O)c1c[nH]c(C(=O)OC)c1
    0 | -3 | -13 | 7 | -6 | -0.4 | 2 | -9 | -4
CC1(C)OC(=O)C(=CNc2cccc(O)c2)C(=O)O1
    12 | 3 | -2 | -4 | -9 | 0.4 | -17 | -1 | -3
COC(=O)c1cc(S(=O)(=O)NCCc2sccc2C)c[nH]1
    8 | -14 | -2 | 0 | -6 | 3.3 | -11 | 5 | -4
O=C(NC1CCCCC1)c1ccc([N+](=O)[O-])o1
    x | 7 | -4 | -1 | 0 | 0.9 | -10 | 8 | x
Fc1cccc(COc2ccccc2C(=S)N2CCCC2)c1
    -2 | -17 | 18 | -8 | 6 | 5.4 | -4 | 13 | -7
COc1ccc(CCC(=O)NC2CCCN(Cc3ccc(Cl)cc3)C2)cc1OC (stereo not given)
    1 | -12 | -9 | -4 | 5 | -0.5 | -11 | 16 | 11
COC(=O)c1ccc(N/C=C\C(=O)c2ccc3c(c2)OCO3)cc1
    5 | -13 | -7 | -11 | -2 | 0.1 | -2 | 13 | -4
CC1CCN(C2(O)C(=O)Nc3ccc(Br)cc32)CC1 (stereo not given)
    2 | -8 | -5 | -7 | 6 | -0.1 | -5 | -2 | -2
Cc1c(NS(=O)(=O)c2cc(C(=O)N(C)Cc3ccccc3)ccc2Cl)c(=O)n(-c2ccccc2)n1C
    1 | -28 | -5 | -4 | -2 | 0.4 | -5 | 0 | -8
Cc1ncc(CO)c(/C=N/NC(=O)c2ccc(O)cc2)c1O
    1 | 0 | -3 | -4 | -6 | 0.1 | 6 | -6 | -13
CCn1c(=N)n(CC(=O)c2ccc(Br)s2)c2ccccc21
    4 | -27 | -5 | -6 | -3 | 1.7 | -13 | 16 | -2
Cc1csc(SCC(=O)NC(C)c2ccccc2)n1 (stereo not given)
    11 | -15 | -5 | -3 | -10 | 0.2 | -11 | 15 | 0
CCc1c(C)[nH]n(CCC#N)c1=O
    1 | -7 | 3 | -1 | -2 | 1.1 | -10 | 20 | 5
O=C1Nc2ccccc2C1c1ncc(C(F)(F)F)cc1Cl (stereo not given)
    0 | -13 | -5 | -5 | -8 | 3.1 | -3 | -12 | -13
C=CCn1c(C)nc2c(sc3nc4c(cc32)COC(C)(C)C4)c1=O
    2 | -29 | 16 | 0 | -8 | 5.3 | 12 | -22 | -36
Oc1[nH]c2ccccc2c1N=Nc1c(F)c(F)c(Cl)c(F)c1F
    -1 | -6 | -12 | -3 | 1 | 1.9 | -7 | 16 | -11
CCC(=O)N1CCc2cc(S(=O)(=O)NC(C(=O)NCc3ccc(C)cc3)C(C)C)ccc21 (stereo not given)
    -1 | -3 | -4 | -1 | -12 | -0.4 | 0 | -6 | 2
O=C(O)c1ccc(COc2c(F)c(F)c(F)c(F)c2F)o1
    3 | -9 | -2 | -4 | -2 | 0.2 | -3 | 10 | 26
CC1(/[N+]([O-])=C/c2cccc(Cl)c2)CCCCC1=O (stereo not given)
    1 | -4 | -16 | -2 | -5 | 1.2 | -10 | 0 | -9
COc1ccc(-c2[nH]ncc2CN2CCCO2)cc1F
    -1 | 11 | 1 | 0 | -6 | 1.3 | -2 | 4 | 3
COc1ccc(C2/C(=C(/O)c3ccc(F)cc3)C(=O)C(=O)N2c2ccccn2)cc1OC (stereo not given)
    0 | 2 | -7 | 0 | -10 | 0.5 | 4 | 4 | 10
S=C(Nc1ccc(Cl)cc1)NC1CC2CCCC(C1)N2C1CC1 (stereo not given)
    12 | -16 | 2 | -8 | -5 | 8.0 | -15 | 15 | -3
COc1ccc(NC(=O)CN(C)C(=O)c2ccc3c(c2)OCCO3)cc1
    3 | -3 | -10 | -2 | -4 | 0.4 | 4 | 5 | 0
CSc1ccc(NC(=O)NCCCN2CCN(c3ccccc3F)CC2)cc1
    x | -1 | -22 | 2 | -19 | 2.4 | 8 | 1 | x
COc1ccc(CN(C)C(=O)/C=C/[C@H]2O[C@@H](n3cnc4c(N)ncnc43)[C@H](O)[C@@H]2O)cc1OC
    1 | x | -22 | -2 | x | 0.1 | -15 | 9 | -17
Cc1ccc(S(=O)(=O)NNC(=O)Nc2cccc(C)c2C)c(C)c1
    1 | -13 | -2 | -2 | -11 | 1.1 | 4 | -6 | -11
O=S(=O)(Nc1ccccc1)c1ccc(S(=O)(=O)N2CCCC2)cc1
    17 | 3 | 2 | -4 | -12 | 4.5 | -12 | 6 | 14
O=C(NC1CCSc2ccccc21)c1cccc(S(=O)(=O)N2CCOCC2)c1 (stereo not given)
    2 | -15 | 18 | -1 | -13 | 0.7 | 21 | 0 | -19
